# Screens deposited in PubChem by National Center for Advancing Translational Sciences (NCATS).
# Pol beta inh = blocks human DNA polymerase beta activity; P06746; Pol beta primer extension/strand displacement, fluorescence kinetic; Potency, µM (top dose mostly 114 µM), inactives show top-dose activity change, negative = inhibition, usual class: inhibitors; 340,000 tested, 1.3% active; also: potency is read from the fitted curve at half-maximal effect; % is scaled to controls: 0 for no effect and ±100 for the full control effect
#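 Human Pol beta at 10 nM; strand-displacement substrate 50 nM final. Compound exposure 15 min at room temperature before start, reaction 10 min at room temperature.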
# POLK inh = DNA polymerase kappa (human) inhibition. 400,000 tested, 0.53% active. purified Pol kappa, fluorescent DNA synthesis assay, 10 min. AID 588579. Potency, µM (titrated, usually from 107 µM), for inactives: at the top dose activity, negative = inhibition, actives largely listed as inhibitors; also: potency is read from the fitted curve at half-maximal effect; % is scaled to controls: 0 for no effect and ±100 for the full control effect
# Target sequence (Q9UBT6 whole entry, looked up): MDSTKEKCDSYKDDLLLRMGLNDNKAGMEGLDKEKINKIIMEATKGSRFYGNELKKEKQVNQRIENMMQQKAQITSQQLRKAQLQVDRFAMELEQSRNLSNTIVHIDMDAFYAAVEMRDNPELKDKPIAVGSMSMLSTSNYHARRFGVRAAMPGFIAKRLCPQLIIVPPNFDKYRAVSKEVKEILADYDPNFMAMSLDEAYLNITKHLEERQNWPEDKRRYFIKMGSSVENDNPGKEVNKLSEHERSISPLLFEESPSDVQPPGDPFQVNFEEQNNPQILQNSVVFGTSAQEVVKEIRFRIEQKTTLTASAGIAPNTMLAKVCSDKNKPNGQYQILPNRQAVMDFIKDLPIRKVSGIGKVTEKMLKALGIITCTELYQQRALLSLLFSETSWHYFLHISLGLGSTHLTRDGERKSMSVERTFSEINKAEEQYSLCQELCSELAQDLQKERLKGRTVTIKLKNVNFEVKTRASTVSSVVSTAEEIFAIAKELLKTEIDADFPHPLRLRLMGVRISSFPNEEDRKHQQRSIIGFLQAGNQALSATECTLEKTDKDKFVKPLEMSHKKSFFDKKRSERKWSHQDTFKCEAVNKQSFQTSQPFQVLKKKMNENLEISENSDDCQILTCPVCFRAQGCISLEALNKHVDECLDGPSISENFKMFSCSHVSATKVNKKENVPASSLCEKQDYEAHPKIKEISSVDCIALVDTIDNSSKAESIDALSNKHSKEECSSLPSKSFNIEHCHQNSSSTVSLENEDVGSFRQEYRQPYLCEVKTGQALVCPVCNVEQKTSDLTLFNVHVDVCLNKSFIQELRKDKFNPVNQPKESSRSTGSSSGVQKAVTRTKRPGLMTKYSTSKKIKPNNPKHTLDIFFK
#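 Readout: fluorescence, taken kinetically at 0 and 10 min. Conditions: 10 nM Pol kappa, 15 min RT compound preincubation, 50 nM substrate final. Controls: enzyme-free buffer wells.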
# APEX1 inh = inhibitors of human APE1 endonuclease; P27695; recombinant APE1, TAMRA/BHQ-2 abasic DNA cleavage fluorescence; Potency, µM (titrated, usually from 65.8 µM), for inactives: at the top dose activity change, negative = inhibition, most hits filed as inhibitors; 350,000 tested, 0.35% active;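 also: potency is read from the fitted curve at half-maximal effect; plate controls were vehicle for no effect and reference inhibitor for full effect; nearly all actives have a fitted effect of over 55% in size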
#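 Activity was derived from the fluorescence gain between first and third kinetic reads (60 s intervals, ex 525/em 598 nm) after 50 nM THF-abasic TAMRA/BHQ-2 duplex was added to 0.75 nM APE1 preincubated 15 min with compound.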
# BLM helicase inh = inhibitors of human Bloom syndrome helicase BLM. P54132. recombinant BLM DNA unwinding, fluorescence dequenching. Potency, µM (series often up to 56.1 µM), inactives show at the highest dose activity change, negative = inhibition, most hits filed as inhibitors. 350,000 tested, 0.2% active;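 also: potency is read from the fitted curve at half-maximal effect; plate controls were vehicle for no effect and no enzyme for full effect; nearly all actives have a fitted effect of over 35% in size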
# PGK inhibitor = T. brucei PGK inhibition; AID 602233; 380,000 tested, 0.043% active; PGK/GAPDH coupled, Kinase-Glo luminescence, 60 min; Potency, µM (top dose mostly 57.5 µM), without a hit: at the highest dose activity change, negative = inhibition, most hits filed as inhibitors; also: potency is read from the fitted curve at half-maximal effect; % is scaled to controls: 0 for no effect and ±100 for the full control effect; nearly all actives have a fitted effect of over 60% in size
#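 Recombinant glycosomal PGK reaction used 1,3-bisphosphoglycerate generated in-well by GAPDH (100nM final) in 100mM TEA pH 7.6, 5mM MgCl2, 0.01% Tween-20. After 60 minutes at room temperature, ATP was read by Kinase-Glo Plus luminescence end-point.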
# POLH inh = blocks human DNA polymerase eta activity | AID 588591 | recombinant Pol eta, fluorescent DNA replication assay | 390,000 tested, 1.2% active | Potency, µM (top dose mostly 114 µM), inactives show at the highest dose activity change, negative = inhibition, hits mostly inhibitors; also: potency is read from the fitted curve at half-maximal effect; % is scaled to controls: 0 for no effect and ±100 for the full control effect
#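 Pol eta (10 nM) was preincubated with compounds for 15 min at room temperature, after which fluorescent replication substrate (50 nM final) was added to start the reaction. Fluorescence was read kinetically at 0 and 10 min.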
# Anesthetic bind = binds horse apoferritin like a general anesthetic | 350,000 tested, 0.074% active | Potency, µM (top dose mostly 77.5 µM), for the others: top-dose activity change, negative = displacement, hits mostly inhibitors | P02791 | apoferritin/1-aminoanthracene competitive binding, fluorescence | AID 485281; also: potency is read from the fitted curve at half-maximal effect; % is scaled to controls: 0 for no effect and ±100 for the full control effect; nearly all actives have a fitted effect of over 20% in size
# Target sequence (P02791 2-175 limits assumed): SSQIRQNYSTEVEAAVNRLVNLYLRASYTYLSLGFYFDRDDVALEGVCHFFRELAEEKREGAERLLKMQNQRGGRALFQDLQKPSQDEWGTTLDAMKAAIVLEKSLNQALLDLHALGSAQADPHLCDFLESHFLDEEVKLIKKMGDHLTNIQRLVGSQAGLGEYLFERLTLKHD
#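 Horse-spleen apoferritin (10 uM) in 50% saturated 1-aminoanthracene in PBS was incubated 10 min at room temperature with compound. Fluorescence (ex 380, em 535 nm) was normalized to free and bound 1-AMA, with concentration-response fitted by a four-parameter Hill equation.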
# Pol iota inh = DNA polymerase iota (human) inhibition; Q9UNA4; Pol iota fluorescent replication assay, 10 min; Potency, µM (titrated, usually from 115 µM), inactives show top-dose activity, negative = inhibition, actives largely listed as inhibitors; 390,000 tested, 1% active; AID 588590; also: potency is read from the fitted curve at half-maximal effect
#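 Pol iota at 10 nM preincubated 15 min with compounds at room temperature; reaction started with fluorescent substrate, 50 nM final. Fluorescence read kinetically at 0 and 10 min; buffer-only wells as negative control.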
# RXFP1 antagonist = antagonists of human relaxin receptor RXFP1. HEK293-RXFP1, relaxin-stimulated cAMP HTRF, 30 min; hits give low values. activity change, negative = inhibition, % at 57.5 µM. 350,000 tested, 0.59% active. AID 1259400;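 active = activity change of -60% or lower, but not beyond a set lower limit; inconclusive = change between -60% and -40%, or beyond the set limit; inactive = change above -40%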; also: % is scaled to controls: 0 for no effect and ±100 for the full control effect
# Active calls of the source: *; i = inactive; ? = inconclusive; nt = no result given; & = joins results of further samples; [ ] = remark or other dose. Unless noted, calls follow the shape of the dose curve; as a rule, active = well fitted curve in the direction sought with a large enough effect; inconclusive = small, poorly fitted or top-dose-only effect, or another doubt; inactive = no such curve, though single readings can be large; an effect the other way counts as inactive or inconclusive.
SMILES,Pol beta inh,POLK inh,APEX1 inh,BLM helicase inh,PGK inhibitor,POLH inh,Anesthetic bind,Pol iota inh,RXFP1 antagonist
COc1ccc(CN2CCN(C(=O)c3cc(OC)c(OC)c(OC)c3)CC2)cc1OC,0%,-15%,-1%,1%,-6%,-7%,-7%,13%,3
CC(=O)C(Sc1ncnc2sc3c(c12)CCCC3)C(C)=O,-26%,-3%,-3%,-7%,-7%,-22%,-7%,22%,-5
Cc1ccccc1NC(=S)NNC(=O)c1cccnc1,?,-5%,3%,-2%,16%,-1%,-9%,9%,-7
O=c1[nH][nH]c(-c2ccccc2)c1C=Nc1ccccc1,1%,-13%,2%,0%,-4%,-21%,-16%,44%[activator],-13
Cc1cc(C)c2oc(C(=O)Nc3c(C(=O)c4ccccc4)oc4ccccc34)cc(=O)c2c1,5%,2%,nt,-3%,-8%,-15%,0%,37%[activator],0
Cc1cc(-c2ccc(C)c(S(=O)(=O)NC3CCCCC3)c2)on1,1%,-4%,nt,-4%,-8%,-19%,?,13%,-23
N#CCSc1ncnc2c1cnn2CCO,35%,-3%,0%,-3%,5%,-13%,-5%,17%,9
O=C(CSc1n[nH]c(-c2cc(Cl)ccc2Cl)n1)NCCN1C(=O)CSC1=O,17%,-21%,-3%,-7%,1%,-12%,1%,-4%,4
CC(NC(=O)COC(=O)/C=C/c1ccc(Cl)cc1)c1ccccc1 (stereo not drawn),11%,?,2%,1%,-6%,?,-2%,?,4
Nc1nc2c(-c3ccc(Br)cc3)nnn2c2ccccc12,?,-9%,-5%,-3%,1%,-10%,8%,8%,8
COc1ccc(CCNC(=O)CC2Nc3ccccc3NC2=O)cc1 (stereo not drawn),?,-24%,9%,-3%,-4%,11%,-2%,1%,3
CCC1(C)Cc2c(sc3c2c(=O)n(C)c2nnc(SCCc4ccccc4)n32)CO1 (stereo not drawn),0%,-4%,-1%,0%,-6%,-3%,-12%,-2%,9

# 2 compounds from above with just POLK inh and BLM helicase inh.
smiles | POLK inh | BLM helicase inh
CC(=O)C(Sc1ncnc2sc3c(c12)CCCC3)C(C)=O | -3% | -7%
Cc1ccccc1NC(=S)NNC(=O)c1cccnc1 | -5% | -2%

# An excerpt from above in order of heavy-atom count, highest first:
SMILES,Pol beta inh,POLK inh,APEX1 inh,BLM helicase inh,PGK inhibitor,POLH inh,Anesthetic bind,Pol iota inh,RXFP1 antagonist
COc1ccc(CCNC(=O)CC2Nc3ccccc3NC2=O)cc1 (stereo not drawn),?,-24%,9%,-3%,-4%,11%,-2%,1%,3
Cc1cc(-c2ccc(C)c(S(=O)(=O)NC3CCCCC3)c2)on1,1%,-4%,nt,-4%,-8%,-19%,?,13%,-23
CC(=O)C(Sc1ncnc2sc3c(c12)CCCC3)C(C)=O,-26%,-3%,-3%,-7%,-7%,-22%,-7%,22%,-5

# Further compounds follow:
SMILES,Pol beta inh,POLK inh,APEX1 inh,BLM helicase inh,PGK inhibitor,POLH inh,Anesthetic bind,Pol iota inh,RXFP1 antagonist
O=C(Nc1c2c(nc3ccccc13)CCCC2)c1cccc([N+](=O)[O-])c1,-1%,-10%,2%,-3%,-1%,?,-19%,69%[activator],-10
CCc1ccc(N2C(=O)c3ccc4c5c(ccc(c35)C2=O)CC4)cc1,?,-21%,?,-8%,-6%,?,-9%,-1%,5
Cc1cccc(C)c1NC(=O)CNC(=O)C(C)NC(C)c1ccccc1Br (stereo not drawn),nt,0%,25%,nt,i,-19%,nt,-12%,-6
COc1cc(NC(=O)Cn2cnc3c(NCc4ccccc4)ncnc32)cc(OC)c1OC,nt,7%,3%,nt,-3%,-9%,nt,-19%,nt
CCC(CC)C(=O)Nc1cc(C(=O)OC)cc(C(=O)OC)c1,22%,-3%,10%,-7%,0%,5%,-16%,9%,3
Cc1noc(C)c1CSCC(=O)NCCN1C(=O)S/C(=C\c2ccccc2F)C1=O,nt,-15%,6%,nt,0%,-7%,nt,99%[activator],2
CC(C)c1ccc(-c2csc(NC(=O)c3cccs3)c2C(=O)O)cc1,0%,1%,8%,1%,i,-6%,-13%,-9%,-13
S=C(NC1CCCCC1)N1CCN(C/C=C/c2ccccc2)CC1,4%,-12%,3%,-8%,-9%,-8%,-22%,13%,5
COC(=O)CCc1c(C)c(C#N)c2nc3ccccc3n2c1N1CCCC1,-17%,-7%,0%,-1%,0%,6%,-2%,-4%[58.9 µM],1
CCCCn1c(CCNC(=O)CC)nc2ccccc21,33%,7%,7%,-1%,-5%,-15%,5%,9%,0
CC(=O)Nc1ccc([C@H]2[C@H](C)CC[C@H]3C(=O)N4[C@@H](CC[C@@H](C)[C@@H]4c4ccc(NC(C)=O)cc4)C(=O)N32)cc1,12%,nt,15%,2%,nt,nt,-12%,nt,nt
O=C(NC(=S)Nc1ccc(CN2CCCCC2)cc1)c1cc2ccccc2o1,10%,19%,0%,-1%,-6%,-9%,-8%,13%,0
Cc1nnc2sc(-c3cccc(F)c3)nn2c1=O,-18%,-5%,31%,-7%,-6%,-21%,-10%,?,4
CC(Sc1nnnn1C1CCCC1)C(=O)Nc1cccc(S(=O)(=O)N2CCOCC2)c1 (stereo not drawn),nt,-19%,17%,nt,2%,-13%,nt,-5%,4
NS(=O)(=O)c1ccc(CCNc2ncnc3c2c(-c2ccccc2)cn3-c2ccc(F)cc2)cc1,-16%,-8%,-10%,-8%,4%,-5%,-2%,?,2
N#Cc1c(C(F)(F)F)cc(-c2cccs2)nc1SCc1ccccc1F,0%,0%,nt,0%,-9%,-21%,-4%,38%[activator],-3
C[C@H]1CC[C@@]2(O[C@@H](CCO)C[C@H](O)[C@H]2O)O1,nt,-3%,nt,nt,-3%,-1%,nt,-1%,nt
COc1ccc(C)cc1S(=O)(=O)Nc1cccc(-c2cn3cccnc3n2)c1,41%,-9%,0%,1%,-3%,8%,-13%,48%[activator],2
CC1CCCC(NC(=O)CSc2n[nH]c(=O)n2Cc2ccccc2)C1C (stereo not drawn),nt,-9%,48%[activator],nt,-5%,-15%,nt,-16%,-9
COc1ccc(N2CCN(C(=O)CCNS(=O)(=O)c3cccs3)CC2)cc1,2%,-3%,-10%,1%,-6%,2%,-11%,3%,-22
COc1ccc(Nc2ccc([N+](=O)[O-])cc2[N+](=O)[O-])cc1,1%,-10%,-3%,-6%,-1%,0%,?,26%,-1
Cc1noc(/C=C/c2ccco2)c1S(=O)(=O)N1CCC(C(=O)NCc2ccco2)CC1,-24%,-17%,-6%,-4%,-6%,?,-20%,?,-7
CC(=O)NCCC(=O)Nc1ccc(C(N)=O)cc1,23%,-2%,17%,2%,-10%,-6%,-1%,28%,-7
Cc1ccc(CN2CCSCC2)cc1,13%,1%,1%,1%,-4%,0%,-21%,9%,1

# A stretch taken from the entries so far, for reference:
SMILES,Pol beta inh,POLK inh,APEX1 inh,BLM helicase inh,PGK inhibitor,POLH inh,Anesthetic bind,Pol iota inh,RXFP1 antagonist
COc1ccc(N2CCN(C(=O)CCNS(=O)(=O)c3cccs3)CC2)cc1,2%,-3%,-10%,1%,-6%,2%,-11%,3%,-22
COc1ccc(Nc2ccc([N+](=O)[O-])cc2[N+](=O)[O-])cc1,1%,-10%,-3%,-6%,-1%,0%,?,26%,-1
Cc1noc(/C=C/c2ccco2)c1S(=O)(=O)N1CCC(C(=O)NCc2ccco2)CC1,-24%,-17%,-6%,-4%,-6%,?,-20%,?,-7
CC(=O)NCCC(=O)Nc1ccc(C(N)=O)cc1,23%,-2%,17%,2%,-10%,-6%,-1%,28%,-7
Cc1ccc(CN2CCSCC2)cc1,13%,1%,1%,1%,-4%,0%,-21%,9%,1

# Going on with the list:
SMILES,Pol beta inh,POLK inh,APEX1 inh,BLM helicase inh,PGK inhibitor,POLH inh,Anesthetic bind,Pol iota inh,RXFP1 antagonist
NNC(=O)Cn1c(SCc2ccccc2)nc2ccccc21,-1%,-15%&-14%,0%,-5%,-1%,-19%,-13%,-15%&11%,-12
CCOC(=O)Cn1c(=O)c2c(nc3n2CCCCN3c2ccc(C)cc2)n(C)c1=O,-2%,-3%,0%,1%,5%,6%,0%,30%[activator],-3
COc1ccc(NC(=O)CSc2nnc(Cc3ccc(C)cc3)c(=O)n2N)cc1OC,nt,-4%,-6%,nt,1%,?,nt,29%,-10
Cc1ccc(-c2cn(CCN)c(-c3ccncc3)n2)cc1,nt,-17%,-26%,nt,1%,-1%,nt,32µM*,nt
CCCn1c(N)c(N(CCOC)C(=O)c2cccc(Cl)c2)c(=O)[nH]c1=O,1%,-18%,51%[activator],-1%,-2%,-10%,6%,5%,6
OCCCCNc1cccc2ccccc12,1%,-6%,12%,-10%,nt,-16%,-3%,107%[activator],14
CCC(C)NC(=O)C1=CCN(S(=O)(=O)c2ccc(C)cc2)CC1 (stereo not drawn),3%,5%,-4%,-2%,-10%,-5%,-13%,21%,-7
COc1ccc(CCNC(=O)CCC(=O)N2CCOc3ccc(Cl)cc32)cc1OC,-19%,-6%,38%,3%,i,-3%,-20%,-1%,11
COC(=O)c1ccc(C(=O)NC2CCSc3ccccc32)cc1 (stereo not drawn),10%,-17%,9%,-3%,-1%,-8%,-3%,39%[activator],-27
Cc1cccc(-c2cc(C(=O)NCCCn3ccnc3)c3ccccc3n2)c1,1%,nt,-5%,3%,nt,nt,-13%,nt,nt
Cc1cc2c(C)nc(-c3ccccc3)nc2o1,-3%,-2%,3%,-2%,5%,0%,-11%,-11%,0
COc1ccc(N(CC(=O)N/N=C/c2cccnc2)S(=O)(=O)c2ccc(C)cc2)cc1OC,-28%,-12%,22%,3%,-6%,-23%,0%,14%,-6
Cc1cc(C)nc(Nc2n[nH]c(-c3ccc(C(C)(C)C)cc3)n2)n1,32%,6%,-4%,-8%,-1%,-8%,-15%,79%[activator],-19
C=CCn1c(SCc2ccc(C(=O)NCCO)cc2)nc2ccccc2c1=O,33%,17%,19%,-3%,i,-4%,-9%,28%,-2

# These rows are one share of the data (hit frequency here may not be typical).
